Mtb BioA inh: blocks M. tuberculosis BioA enzyme activity. purified M. tuberculosis BioA enzyme, plate reader. inhibition, % at 9.99 µM. 0.096% of 360,000 active. AID 602481; in the data active = inhibition above about 40%
* marks the source's active call; other numbers are inactive results. These rows are one share of the data, so the mix of outcomes need not match the whole.

Preview:
SMILES	Mtb BioA inh
CCCC(=O)Nc1ccc2c(c1)C(=O)N(C)[C@@H]1CC[C@@H](CC(=O)NC3CCCC3)O[C@H]1CO2	-2.9
COCc1cn(CC[C@@H]2CC[C@@H](NC(=O)Nc3c(C)noc3C)[C@H](CO)O2)nn1	-1.8
O=C(C[C@H]1C=C[C@@H](NC(=O)CC2CC2)[C@@H](CO)O1)NCc1ccc(Cl)cc1	1.2
Cc1cccc(S(=O)(=O)N[C@H]2CC[C@@H](CCNC(=O)c3cnccn3)O[C@@H]2CO)c1	1.2
COc1ccc(S(=O)(=O)N(C)C[C@H]2OCCCC[C@@H](C)Oc3ccc(NC(=O)Nc4ccc5c(c4)OCO5)cc3C(=O)N([C@@H](C)CO)C[C@@H]2C)cc1	1.8
CC(=O)N(C)C[C@H]1Oc2ncc(C#CC(C)(C)O)cc2C(=O)N([C@@H](C)CO)C[C@@H]1C	6.8
C[C@H](CO)N1C[C@H](C)[C@H](CN(C)C(=O)Nc2ccccc2)Oc2c(NC(=O)Nc3cccc4ccccc34)cccc2C1=O	-2.2
O=C(C[C@H]1CC[C@H]2[C@@H](COC[C@@H](O)CN2C(=O)c2ccc(F)cc2)O1)N1CCOCC1	-2.3
C[C@@H]1CN([C@H](C)CO)C(=O)c2cc(C#CCc3ccccc3)cnc2O[C@@H]1CN(C)CC1CCOCC1	4.1
O=C(N[C@H]1CC[C@@H](CCn2cc(C3(O)CCCC3)nn2)O[C@H]1CO)C1CCC1	-4.6
C[C@@H]1CCCCO[C@H](CN(C)S(C)(=O)=O)[C@@H](C)CN([C@@H](C)CO)C(=O)c2cc(NC(=O)Nc3ccccc3)ccc2O1	1.7

Results, previewed entries included:
SMILES	Mtb BioA inh
CCCC(=O)Nc1ccc2c(c1)C(=O)N(C)[C@@H]1CC[C@@H](CC(=O)NC3CCCC3)O[C@H]1CO2	-2.9
COCc1cn(CC[C@@H]2CC[C@@H](NC(=O)Nc3c(C)noc3C)[C@H](CO)O2)nn1	-1.8
O=C(C[C@H]1C=C[C@@H](NC(=O)CC2CC2)[C@@H](CO)O1)NCc1ccc(Cl)cc1	1.2
Cc1cccc(S(=O)(=O)N[C@H]2CC[C@@H](CCNC(=O)c3cnccn3)O[C@@H]2CO)c1	1.2
COc1ccc(S(=O)(=O)N(C)C[C@H]2OCCCC[C@@H](C)Oc3ccc(NC(=O)Nc4ccc5c(c4)OCO5)cc3C(=O)N([C@@H](C)CO)C[C@@H]2C)cc1	1.8
CC(=O)N(C)C[C@H]1Oc2ncc(C#CC(C)(C)O)cc2C(=O)N([C@@H](C)CO)C[C@@H]1C	6.8
C[C@H](CO)N1C[C@H](C)[C@H](CN(C)C(=O)Nc2ccccc2)Oc2c(NC(=O)Nc3cccc4ccccc34)cccc2C1=O	-2.2
O=C(C[C@H]1CC[C@H]2[C@@H](COC[C@@H](O)CN2C(=O)c2ccc(F)cc2)O1)N1CCOCC1	-2.3
C[C@@H]1CN([C@H](C)CO)C(=O)c2cc(C#CCc3ccccc3)cnc2O[C@@H]1CN(C)CC1CCOCC1	4.1
O=C(N[C@H]1CC[C@@H](CCn2cc(C3(O)CCCC3)nn2)O[C@H]1CO)C1CCC1	-4.6
C[C@@H]1CCCCO[C@H](CN(C)S(C)(=O)=O)[C@@H](C)CN([C@@H](C)CO)C(=O)c2cc(NC(=O)Nc3ccccc3)ccc2O1	1.7
C[C@@H]1CN([C@H](C)CO)C(=O)c2cc(-c3cccc(F)c3)cnc2O[C@@H]1CN(C)S(C)(=O)=O	0.1
O=C(C[C@H]1C[C@H]2c3cc(NC(=O)NC4CCCC4)ccc3O[C@H]2[C@H](CO)O1)NCc1ccccc1F	-0.2
CO[C@H]1CN(C)C(=O)c2cc(NS(=O)(=O)c3cccc(F)c3)ccc2OC[C@H](C)N(C(=O)Cc2cccnc2)C[C@H]1C	0.5
O=C(C[C@@H]1CC[C@H]2[C@@H](COC[C@@H](O)CN2S(=O)(=O)c2cccc(F)c2)O1)Nc1ccccc1	0.2
CS(=O)(=O)N1[C@@H]2Cn3c(ccc(C4=CCCCC4)c3=O)[C@H]1[C@@H](C(=O)N1CCOCC1)[C@@H]2CO	6.8
Cc1ccc(S(=O)(=O)Nc2ccc3c(c2)C(=O)N([C@H](C)CO)C[C@H](C)[C@H](CN(C)S(=O)(=O)c2ccc(C)cc2)O3)cc1	1.0
CO[C@H]1CN(C)C(=O)c2cc(NS(=O)(=O)c3cn(C)cn3)ccc2OC[C@H](C)N(CCC(F)(F)F)C[C@H]1C	-1.6
C[C@H]1CN([C@@H](C)CO)C(=O)c2cc(NC(=O)CCC(F)(F)F)ccc2O[C@H]1CN(C)C(=O)Nc1ccc(F)cc1	0.7
COc1ccc(NC(=O)N(C)C[C@@H]2OCCCC[C@@H](C)Oc3ccc(NS(=O)(=O)c4ccc(F)cc4)cc3C(=O)N([C@@H](C)CO)C[C@H]2C)cc1	-0.4
C[C@@H]1CN([C@@H](C)CO)C(=O)c2cccc(N(C)C)c2O[C@H]1CN(C)S(C)(=O)=O	-0.1
COc1ccc(NC(=O)N[C@H]2CC[C@@H](CCn3cc(-c4ccccn4)nn3)O[C@@H]2CO)cc1	-1.4
CCC(=O)N1[C@H](CO)[C@@H](c2ccc(-c3ccccc3)cc2)[C@@H]1CNC(=O)COC	2.5
C[C@H]1CN([C@@H](C)CO)S(=O)(=O)c2ccc(C3=CCCC3)cc2O[C@@H]1CN(C)Cc1cncnc1	1.1
CC(=O)N1[C@@H]2Cn3c(ccc(-c4cccnc4)c3=O)[C@H]1[C@@H](C(=O)N1CCc3ccccc3C1)[C@@H]2CO	2.4
CNC[C@@H]1Oc2ccc(NC(=O)Nc3cccc4ccccc34)cc2C(=O)N([C@H](C)CO)C[C@H]1C	-1.4
C[C@H](CO)N1C[C@H](C)[C@@H](CN(C)C(=O)c2cccc(F)c2)Oc2cc(-c3ccncc3)ccc2S1(=O)=O	4.0
C[C@@H]1CN([C@@H](C)CO)C(=O)c2cc(-c3ccccc3)cnc2O[C@@H]1CN(C)Cc1ccc(C(=O)O)cc1	-0.1
C[C@H]1CN([C@@H](C)CO)C(=O)c2cc(N(C)C)ccc2O[C@@H]1CN(C)S(=O)(=O)c1cn(C)cn1	-0.6
C[C@@H]1CCCCO[C@H](CN(C)S(=O)(=O)c2cccs2)[C@@H](C)CN([C@@H](C)CO)C(=O)c2cc(NC(=O)Nc3ccc4c(c3)OCO4)ccc2O1	-0.1
CCC(=O)N1C[C@@H](O)COC[C@H]2O[C@@H](CC(=O)NCc3ccccc3Cl)CC[C@@H]21	1.4
C[C@@H]1CN([C@H](C)CO)C(=O)Cc2cc(NC(=O)Nc3ccc4c(c3)OCO4)ccc2O[C@H]1CN(C)Cc1ccc(C(F)(F)F)cc1	0.5
C[C@H](CO)N1C[C@H](C)[C@H](CN(C)Cc2ccccc2)Oc2ccc(NS(=O)(=O)c3ccc(F)cc3)cc2CC1=O	-1.4
C[C@H]1CN([C@@H](C)CO)S(=O)(=O)c2ccc(-c3cccc(F)c3)cc2O[C@@H]1CN(C)C(=O)C1CC1	7.2
C[C@H]1CN([C@@H](C)CO)C(=O)Cc2cc(NC(=O)c3ccncc3)ccc2O[C@@H]1CN(C)S(=O)(=O)c1ccc(Cl)cc1	5.2
CO[C@H]1CN(C)C(=O)c2cc(NC(C)=O)ccc2OC[C@@H](C)N(CCC(F)(F)F)C[C@@H]1C	-0.3
Cc1cccc(S(=O)(=O)N2CC[C@@H]3[C@H](CO)N(C)c4ccc(-c5ccccc5F)cc4[C@@H]32)c1	3.5
CO[C@H]1CN(C)C(=O)c2cc(NC(C)=O)ccc2OC[C@@H](C)N(CCc2ccccc2)C[C@@H]1C	2.4
CCC(=O)N(C)C[C@H]1Oc2ncc(-c3ccc(C)cc3)cc2C(=O)N([C@@H](C)CO)C[C@H]1C	-3.1
CCN1[C@@H]2Cn3c(ccc(-c4ccccc4OC)c3=O)[C@H]1[C@@H](C(=O)N[C@H](C)c1ccccc1)[C@@H]2CO	0.5
Cc1noc(C)c1NC(=O)Nc1ccc2c(c1)C(=O)N([C@H](C)CO)C[C@H](C)[C@H](CN(C)S(=O)(=O)c1ccc(F)cc1)OCCCC[C@H](C)O2	2.3
CN(C[C@H]1[C@H](c2ccccc2)[C@@H](CO)N1C(=O)C1CC1)C(=O)c1ccccn1	5.0
O=C(Nc1ccc(F)cc1)Nc1ccc2c(c1)[C@@H]1C[C@H](CC(=O)N3CCCCC3)O[C@H](CO)[C@@H]1O2	-0.8
C[C@@H]1CN([C@H](C)CO)C(=O)Cc2cc(NC(=O)C3CCCCC3)ccc2O[C@@H]1CN(C)C(=O)Nc1cccc2ccccc12	-1.7
Cc1cccc(S(=O)(=O)N2CCCCN3[C@H](CO)[C@H](c4ccc(C#C[C@@H](C)O)cc4)[C@H]3C2)c1	2.7
CC(=O)N(C)C[C@@H]1Oc2ncc(C#CCc3ccccc3)cc2C(=O)N([C@H](C)CO)C[C@@H]1C	-2.7
C[C@@H]1CN([C@@H](C)CO)C(=O)c2cc(C#CC3CCCCC3)cnc2O[C@@H]1CN(C)S(C)(=O)=O	3.0
C[C@H](CO)N1C[C@H](C)[C@H](CN(C)C(=O)Nc2ccc(F)cc2)Oc2ccc(NC(=O)Nc3ccccc3)cc2CC1=O	7.4
CN1C(=O)c2cc(NC(=O)c3ccccc3)ccc2OC[C@H]2O[C@@H](CC(=O)NC3CCCC3)CC[C@@H]21	1.7
N#C[C@H]1[C@H](c2ccc(C3=CCCCC3)cc2)[C@@H](CO)N1C(=O)NC1CCCCC1	-1.6
O=C(O)[C@H]1[C@H](CO)[C@H]2Cn3c(cccc3=O)[C@@H]1N2C(=O)c1ccccc1	-0.1
C[C@H]1CN([C@@H](C)CO)C(=O)c2cc(/C=C/c3ccccc3)cnc2O[C@@H]1CN(C)Cc1ccc2c(c1)OCO2	-4.4
CCC(=O)N1C[C@H](O)COC[C@@H]2O[C@H](CC(=O)NCc3ccc(Oc4ccccc4)cc3)CC[C@H]21	0.0
C[C@@H]1CCCCO[C@@H](CN(C)C(=O)CCC(F)(F)F)[C@@H](C)CN([C@@H](C)CO)C(=O)c2cc(NC(=O)C3CCCCC3)ccc2O1	1.3
C[C@@H]1CN([C@H](C)CO)C(=O)Cc2cc(NS(=O)(=O)c3ccc(Cl)cc3)ccc2O[C@@H]1CN(C)S(=O)(=O)c1ccc(Cl)cc1	5.1
C[C@H]1CN([C@@H](C)CO)C(=O)c2cc(-c3cccc(F)c3)cnc2O[C@@H]1CN(C)C(=O)Nc1ccccc1F	2.4
CO[C@H]1CN(C)C(=O)c2cc(NS(C)(=O)=O)ccc2OC[C@H](C)N(C(=O)CC2CC2)C[C@@H]1C	-2.6
C[C@@H]1CN([C@@H](C)CO)C(=O)c2cc(NC(=O)Nc3ccc(F)cc3)ccc2O[C@H]1CN(C)Cc1ccccc1	-2.4
CO[C@@H]1CN(C)C(=O)c2ccc(NC(C)=O)cc2OC[C@@H](C)N(Cc2cc(-c3ccccc3)on2)C[C@H]1C	2.4
C[C@H](CO)N1C[C@H](C)[C@@H](CN(C)C(=O)Nc2ccc3c(c2)OCO3)Oc2ccc(NS(C)(=O)=O)cc2C1=O	0.5
The listing continues.
SMILES	Mtb BioA inh
COc1cccc(NC(=O)N[C@@H]2C=C[C@H](CC(=O)NCc3ccncn3)O[C@H]2CO)c1	3.2
COc1ccccc1S(=O)(=O)N1CC[C@@H]2[C@@H](CO)Nc3ccc(-c4ccccc4F)cc3[C@@H]21	-0.8
CCCC#Cc1ccc2c(c1)O[C@H](CN(C)C(=O)C1CCCCC1)[C@@H](C)CN([C@H](C)CO)S2(=O)=O	0.2
COc1ccc(NC(=O)N(C)C[C@@H]2Oc3ccc(NC(=O)Nc4ccc(F)cc4)cc3C(=O)N([C@@H](C)CO)C[C@H]2C)cc1	-0.4
COc1ccc(S(=O)(=O)N(C)C[C@H]2Oc3ccc(NC(=O)Nc4cccc5ccccc45)cc3C(=O)N([C@@H](C)CO)C[C@@H]2C)cc1	-1.7
O=C(NCC(F)(F)F)[C@H]1[C@H](CO)[C@H]2Cn3c(ccc(-c4cccnc4)c3=O)[C@@H]1N2Cc1ccccc1	1.8
C[C@@H]1CN([C@@H](C)CO)C(=O)c2cccc(NS(=O)(=O)c3ccc(F)cc3)c2O[C@@H]1CN(C)C(=O)Nc1ccc2c(c1)OCO2	2.6
C[C@@H]1CN([C@H](C)CO)C(=O)Cc2cc(NC(=O)c3ccncc3)ccc2O[C@H]1CN(C)C(=O)Nc1ccc(F)cc1	-0.5
COc1cccc(-c2ccc([C@H]3[C@@H](CO)N4CCCCN(C(=O)c5ccc(F)cc5)C[C@H]34)cc2)c1	0.4
COc1cccc(-c2ccc3c(c2)O[C@H](CN(C)C(=O)C2CCOCC2)[C@@H](C)CN([C@@H](C)CO)S3(=O)=O)c1	1.3
C[C@@H]1CN([C@H](C)CO)C(=O)c2cc(C#CC3CCCCC3)cnc2O[C@H]1CN(C)S(=O)(=O)c1cccc(F)c1	0.6
C[C@@H]1CN([C@@H](C)CO)C(=O)c2cc(C#C[C@@H](C)O)cnc2O[C@@H]1CN(C)C(=O)CC1CC1	-1.5
O=C(O)C[C@H]1C[C@H]2c3cc(NC(=O)CC4CC4)ccc3O[C@H]2[C@H](CO)O1	-0.7
Cc1ccc(S(=O)(=O)Nc2cccc3c2O[C@H](CN(C)C(=O)Nc2ccc4c(c2)OCO4)[C@H](C)CN([C@H](C)CO)C3=O)cc1	0.4
CN(C)CC(=O)N[C@@H]1CC[C@@H](CCNC(=O)Nc2ccc(C(F)(F)F)cc2)O[C@H]1CO	1.7
COCC(=O)Nc1ccc2c(c1)[C@H]1C[C@@H](CC(=O)NCc3ccncc3)O[C@@H](CO)[C@H]1O2	-2.0
C[C@@H]1CN([C@@H](C)CO)C(=O)c2cc(NC(=O)Nc3cccc4ccccc34)ccc2O[C@@H](C)CCCCO[C@@H]1CN(C)S(=O)(=O)c1cn(C)cn1	-4.9
COCc1cn(CC[C@@H]2CC[C@@H](NC(=O)c3ccc(F)cc3)[C@H](CO)O2)nn1	-2.4
N#C[C@@H]1[C@H](c2ccc(C3=CCCCC3)cc2)[C@H](CO)N1C(=O)Nc1ccccc1F	18
O=C(C[C@@H]1CC[C@H]2[C@@H](COC[C@@H](O)CN2S(=O)(=O)c2ccc(F)cc2)O1)NCC1CC1	-0.6
COCc1cn(CC[C@@H]2CC[C@@H](NC(=O)Cc3cccnc3)[C@H](CO)O2)nn1	0.0

High-throughput results: PubChem BioAssay, Broad Institute
